Sm TGR inh = qHTS Assay for the Inhibitors of Schistosoma Mansoni Peroxiredoxins; purified TGR, DTNB reduction, TNB absorbance 405 nm; Schistosoma mansoni thioredoxin glutathione reductase (TGR), Q962Y6; actives 3% (n = 360,000); Potency, µM (titrated, usually from 114 µM), for the others: at the highest dose activity change, negative = inhibition, hits mostly inhibitors; note: potency is the fitted concentration of half-maximal effect; nearly all actives have a fitted effect of over 60% in size
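TGR 20 nM + NADPH 100 uM (dispensed conc.), cpd preinc 15 min RT; start with NADPH (500 uM addition) then DTNB (15 mM addition). Kinetic TNB absorbance, 405 nm filter. Four-parameter Hill fit across titration.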
TbPYK inhibitor = qHTS of Trypanosoma Brucei Inhibitors | TbPYK enzyme, Kinase-Glo Plus ATP luminescence, 45 min | actives 0.12% (n = 410,000) | Potency, µM (titrated, usually from 76.8 µM), inactives show top-dose activity, negative = inhibition, usual class: inhibitors | pyruvate kinase (Trypanosoma brucei), Q57TT1; note: potency is the fitted concentration of half-maximal effect; nearly all actives have a fitted effect of over 50% in size
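Screened from lowest to highest concentration, compounds were pinned into TbPYK/substrate mixtures, and ADP (130 uM final) was added. Plates sat at room temperature for 45 min prior to Kinase-Glo Plus detection by luminescence.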
AmpC detergent = qHTS Inhibitors of AmpC Beta-Lactamase (assay with detergent); Potency, µM (doses to about 114 µM), for the others: at the top dose activity change, negative = inhibition, most hits filed as inhibitors; P00811; AID 485294, 2010; actives 0.041% (n = 370,000); AmpC hydrolysis of nitrocefin, absorbance 480 nm, 0.01% Triton;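 note: potency is the fitted concentration of half-maximal effect; 0% = no-compound wells and -100% = no-enzyme wells; nearly all actives have a fitted effect of over 25% in size; some results filed as inactive show a strong effect at the top dose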
Target sequence (P00811 whole entry, looked up): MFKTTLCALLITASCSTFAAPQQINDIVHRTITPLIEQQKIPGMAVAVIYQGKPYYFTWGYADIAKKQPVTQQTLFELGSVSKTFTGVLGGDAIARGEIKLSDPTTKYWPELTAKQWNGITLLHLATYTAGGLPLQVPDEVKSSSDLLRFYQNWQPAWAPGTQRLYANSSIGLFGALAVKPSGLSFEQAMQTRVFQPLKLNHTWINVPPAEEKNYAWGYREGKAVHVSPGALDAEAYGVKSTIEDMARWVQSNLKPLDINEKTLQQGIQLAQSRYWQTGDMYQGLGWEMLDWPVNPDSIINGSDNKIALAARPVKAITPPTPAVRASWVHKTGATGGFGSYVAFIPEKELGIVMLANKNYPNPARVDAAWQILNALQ
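AmpC (5.3 nM in the dispensed reagent) in 20 mM phosphate pH 7.0 with 0.01% (detergent screen) or 0.0001% Triton X-100 was preincubated with compounds for 15 min at room temperature. Nitrocefin was then added from an 800 uM solution, and hydrolysis was followed at 480 nm.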
HCMV antiviral = qHTS Assay for inhibitors of the human cytomegalovirus (HCMV) | HFF cells, HCMV-luciferase reporter, 72 h; active compounds read low | actives 4.5% (n = 410,000) | activity change, negative = inhibition, % at 57.5 µM; in the data active = activity change below about -60%; inconclusive = no clear call, values can overlap the other calls; inactive = above about -39%
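HFF cells seeded 16 h at 37C, treated with compounds, infected with luciferase-reporter HCMV at MOI 1 PFU/cell; luciferase read at 72 h post infection, normalized to buffer-only and Salinomycin controls.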
AMA1-RON2 inh = qHTS for Inhibitors of AMA1-RON; Towards Development of Antimalarial Drug Lead: Primary Screen. Plasmodium falciparum AMA1 (3D7) - RON2 peptide interaction. AlphaScreen AMA1-biotinylated RON2 peptide binding. Potency, µM (doses to about 58.2 µM), for the others: at the highest dose activity change, negative = inhibition, most hits filed as inhibitors. actives 0.2% (n = 360,000);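 note: potency is the fitted concentration of half-maximal effect; 0% = vehicle wells and -100% = peptide control; nearly all actives have a fitted effect of over 45% in size; some results filed as inactive show a strong effect at the top dose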
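AMA1 (3D7) with his tag at 25 nM final met compounds first, then biotinylated RON2 peptide at 25 nM; detection used donor plus acceptor beads, 10 µg/mL apiece, read by AlphaScreen after 30 min at room temperature.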
AmpC no deterg = qHTS Inhibitors of AmpC Beta-Lactamase (assay without detergent). P00811. AmpC nitrocefin hydrolysis, absorbance 480 nm, 0.0001% Triton. Potency, µM (series often up to 57.1 µM), without a hit: at the top dose activity change, negative = inhibition, most hits filed as inhibitors. actives 0.52% (n = 330,000);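 note: potency is the fitted concentration of half-maximal effect; plate controls were no compound for no effect and no enzyme for full effect; nearly all actives have a fitted effect of over 20% in size; some results filed as inactive show a strong effect at the top dose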
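AmpC (5.3 nM in the dispensed reagent) in 20 mM phosphate pH 7.0 with 0.01% (detergent screen) or 0.0001% Triton X-100 was preincubated with compounds for 15 min at room temperature. Nitrocefin was then added from an 800 uM solution, and hydrolysis was followed at 480 nm.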
LmPK inhibitor = qHTS Assay for Inhibitors of Leishmania Mexicana Pyruvate Kinase (LmPK); purified LmPK, Kinase-Glo ATP luminescence, 1 h; AID 1721, 2009; Q27686; actives 0.37% (n = 290,000); Potency, µM (titrated, usually from 57.5 µM), for inactives: at the top dose activity change, negative = inhibition, hits mostly inhibitors; note: potency is the fitted concentration of half-maximal effect
Target sequence (Q27686 whole entry, looked up): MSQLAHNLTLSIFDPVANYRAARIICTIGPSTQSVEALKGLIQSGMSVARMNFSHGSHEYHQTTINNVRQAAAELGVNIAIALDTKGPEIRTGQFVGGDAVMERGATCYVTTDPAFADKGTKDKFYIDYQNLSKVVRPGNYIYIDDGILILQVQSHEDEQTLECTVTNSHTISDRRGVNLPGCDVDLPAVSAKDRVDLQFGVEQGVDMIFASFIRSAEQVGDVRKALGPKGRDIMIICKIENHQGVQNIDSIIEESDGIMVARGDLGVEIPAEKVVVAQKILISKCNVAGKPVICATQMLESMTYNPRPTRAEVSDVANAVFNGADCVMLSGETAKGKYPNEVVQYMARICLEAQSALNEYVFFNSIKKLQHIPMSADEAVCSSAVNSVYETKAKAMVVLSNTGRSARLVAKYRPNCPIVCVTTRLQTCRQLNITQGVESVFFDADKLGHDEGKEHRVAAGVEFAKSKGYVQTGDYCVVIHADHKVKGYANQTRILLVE
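In 50 mM imidazole pH 7.2 with 7 mM MgCl2, LmPK (0.1 nM) turned over PEP (0.5 mM) and ADP (0.1 mM) for 1 h at room temperature. Luciferase read-out of ATP.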
The depositor's hits bear a star; ? = inconclusive; nt = not tested or not shown; & = joins results of further samples; [ ] = dose if it differs, or a comment. Unless noted, calls come from the whole dose curve; as a rule, active = well fitted curve in the direction sought with a large enough effect; inconclusive = small, poorly fitted or top-dose-only effect, or another doubt; inactive = no such curve, though single readings can be large; an effect the other way counts as inactive or inconclusive. Unless noted, % is set by controls: 0 for no effect and ±100 for the full control effect.

SMILES | Sm TGR inh | TbPYK inhibitor | AmpC detergent | HCMV antiviral | AMA1-RON2 inh | AmpC no deterg | LmPK inhibitor
CCCCN(CC)C(=O)CSc1nc2ccccc2c(=O)n1CC1COc2ccccc2O1 (stereo not given) | -26% | nt | -13% | ? | 0% | -10% | 7%
O=C(CCC(=O)N1CCc2ccccc2C1)NCCc1ccc(Cl)cc1 | -19% | 3% | 0% | -21 | 45%[activator] | 96%[activator] | 0%
OCCSc1c(F)c(SCCO)c(SCCO)c(F)c1SCCO | -5% | 3% | -9% | 23 | 1% | -16% | 8%
O=C(c1ccc2snnc2c1)N1CCCCC1 | 0% | -1% | ? | 30 | -19% | 3% | 10%
COc1ccccc1CN(Cc1nc2ccccc2c(=O)[nH]1)S(=O)(=O)c1ccc2ccccc2c1 | 4% | 0% | ? | -17 | -3% | -7% | 5%
O=C(CC1SC(N2CCOCC2)=NC1=O)Nc1ccccc1F (stereo not given) | nt | -7% | nt | -4 | 18% | -25% | nt
CN(C)S(=O)(=O)c1cccc(NC(=O)NCCCl)c1 | -1% | -4% | 0% | -32 | -12% | -8% | -1%
COc1cccc(/C=C2\SC(=S)N(c3cccnc3)C2=O)c1OC | 2% | -2% | 7% | -30 | -6% | -9% | 7%
CC(=O)c1cn(N(C)c2ncc(C(F)(F)F)cc2Cl)c(=O)[nH]c1=O | 19% | -3% | -10% | -27 | 6% | -10% | -1%
O=C(NCc1cccnc1)c1ccc(COc2ccccc2Br)o1 | -23% | -1% | -1% | ? | -2% | ? | 6%
NC(=O)CSc1nnnn1CC(CC(=O)O)c1ccccc1 (stereo not given) | 6% | 2% | 6% | 27 | -5% | -11% | -3%
O=C(NCCc1csc2nc(-c3ccccc3F)nn12)c1ccco1 | 1% | -1% | 2% | 8 | nt | nt | nt
CC1CC(C)CN(CCCNC(=O)C2CCCN(c3nnc(N4CCCC4=O)s3)C2)C1 (stereo not given) | 4% | -5% | 3% | -21 | -1% | -6% | -2%
CC(=O)NCCc1c[nH]c2ccc(OCc3ccccc3)cc12 | nt | 0% | nt | 4 | -6% | nt | nt
Cc1oc(/N=C/c2cccc([N+](=O)[O-])c2)c(C#N)c1C | -13% | 11% | 1% | -8 | -1% | 98%[activator] | -1%

Profiles, looked up by structure. Values in the order: Sm TGR inh, TbPYK inhibitor, AmpC detergent, HCMV antiviral, AMA1-RON2 inh, AmpC no deterg, LmPK inhibitor
O=C(NCCc1csc2nc(-c3ccccc3F)nn12)c1ccco1 reads 1%, -1%, 2%, 8, nt, nt, nt
CC1CC(C)CN(CCCNC(=O)C2CCCN(c3nnc(N4CCCC4=O)s3)C2)C1 (stereo not given) reads 4%, -5%, 3%, -21, -1%, -6%, -2%

(more compounds)
SMILES | Sm TGR inh | TbPYK inhibitor | AmpC detergent | HCMV antiviral | AMA1-RON2 inh | AmpC no deterg | LmPK inhibitor
Cc1ccc(/C(N)=N/OC(=O)c2ccc(Cl)cc2Cl)cc1 | -2% | -5% | ? | 22 | 12% | -27% | -2%
Cc1nc(-c2ccc(NC(=O)c3ccccc3Br)cc2)cs1 | 10% | -9% | 8% | 22 | -21% | -26% | -8%
Cc1cccc(NC(=O)C(NS(=O)(=O)c2cccc3nsnc23)c2ccccc2)c1C (stereo not given) | 8% | -1% | 0% | -2 | nt | nt | nt
COc1ccc(C(=O)C[n+]2ccc3ccccc3c2C)cc1 | 3% | 4% | 3% | 65 | 3% | 5% | 0%
COC(=O)[C@@H](NC(=O)c1ccc2c(c1)S(=O)(=O)c1ccccc1C2=O)C(C)C | -10% | -2% | -8% | ? | 4% | -3% | 1%
c1ccc(Cn2c3ccccc3c3nnc(SCCN4CCCCC4)nc32)cc1 | -2% | 13% | 4% | -60* | -1% | -21% | 8%
COC(=O)c1ccc(CN2CCN(C(C)C)C(CCO)C2)cc1 (stereo not given) | 0% | 4% | 2% | 18 | 0% | -7% | 7%
CN1/C(=C\C=C2C(=O)NC(=S)NC2=O)C(C)(C)c2ccccc21 | 1% | -9% | -3% | -20 | 2% | -22% | -15%
O=C(CCN1C(=O)/C(=C/c2ccccc2Cl)SC1=S)NC1CCCC1 | 5% | -1% | -8% | -6 | -10% | -8% | 5%
N#CCCn1cc(C=O)c(-c2cccs2)n1 | -16% | -4% | 1% | -22 | 3% | -5% | 0%
O=c1c2cc(Br)ccc2[nH]c(=S)n1Cc1ccccc1 | -4% | -3% | -4% | -63* | 63%[activator] | -48% | 1%
COC(=O)C1=C(c2ccc(-c3ccccc3)c(F)c2)C[C@@H]2CC[C@H]1N2C(=O)NCCOc1ccccc1Cl | 0% | 1% | -4% | 88 | -8% | 8% | nt
O=C(Nc1cccc(F)c1)C1CCCN(S(=O)(=O)c2ccccc2)C1 (stereo not given) | 1% | 0% | 2% | 10 | 8% | -31% | -7%
COC(=O)c1ccccc1NC(=O)CSc1nnc(-c2ccc(OC)cc2)n1C | -1% | 3% | -7% | -9 | -14% | 0% | 1%
Cc1cc2c3c(c1)C(C)CC(C)(C)N3C(=O)C2=O (stereo not given) | nt | -2% | -6% | 58 | -15% | -23% | -2%
COc1ccc(S(=O)(=O)Nc2ccccc2C(=O)NN2CCOCC2)cc1OC | nt | -3% | nt | 106 | 29%[11.6 µM] | -14% | nt
O=C(O)C1C(c2ccccc2)C(C(=O)N2CCOCC2)C1c1ccccc1 (stereo not given) | -1% | 0% | -6% | -14 | 2% | -9% | 2%
COc1ccccc1C(O)(C(=O)NNc1ccccc1C)c1ccccc1OC | -9% | -5% | -7% | -26 | 16% | -13% | 0%
CCN(c1ccccc1)S(=O)(=O)c1ccc(Cl)c(C(=O)Nc2ccncc2)c1 | nt | -1% | nt | -13 | -2% | nt | nt
CCc1ccc(OCC(=O)Nc2ccc(S(=O)(=O)N3CCOCC3)cc2)cc1 | 12% | -6% | -11% | -4 | 15% | 6% | nt
CC(NS(=O)(=O)c1ccc(Br)cc1)C(c1cccs1)N1CCOCC1 (stereo not given) | -11% | -1% | -18% | 6 | -2% | 23% | 2%
COc1ccc(NC(=O)CN2C(=O)C(c3ccccc3)=NC23CCC(C)CC3)cc1Cl (stereo not given) | 4% | -7% | -4% | 2 | nt | nt | nt
O=S1(=O)c2ccc(Br)cc2N2CCC[C@@H]2CN1C1CC1 | nt | -2% | nt | -24 | 9% | nt | nt
CC(C)(C)NC(=O)C1CN(S(=O)(=O)c2ccccc2)CCN1S(=O)(=O)c1ccccc1 (stereo not given) | -9% | -9% | -5% | 19 | 8% | -1% | -2%
COc1cccc(/C=N/N2CCN(C)CC2)c1 | 0% | -2% | ? | -27 | 4% | -17% | -12%
Cc1noc(/C=C/N(C)C)c1S(=O)(=O)N1CCCC(C(=O)Nc2ccc3c(c2)OCO3)C1 (stereo not given) | 17% | 0% | -2% | 18 | 0% | -8% | 16%
COc1ccc(Cl)cc1NC(=O)C1CCCN(S(=O)(=O)c2ccc3c(c2)CCCC(=O)N3)C1 (stereo not given) | -10% | -13% | ? | -18 | nt | nt | nt
Cc1ccccc1Cc1c(C)nc2nc(SCC(=O)N(C)c3ccccc3)nn2c1C | 6% | -1% | 8% | -15 | nt | nt | nt
CCOC(=O)N1CCC(NC(=O)CCc2nc(C3=CCN(C)CC3)no2)CC1 | ? | -9%&-2% | 1% | 48&-36 | ? | 11% | 1%
CCc1nc2c(OCc3ccc(Cl)cc3)cccn2c1N(C)C(=O)c1ccncc1 | nt | -1% | nt | ? | -5% | nt | nt
Cc1cc(NC(=O)C2CC(c3ccc(F)cc3)=NO2)no1 (stereo not given) | 0% | 0% | ? | 42 | -1% | -12% | 7%
O=S(=O)(Nc1cccc(Br)c1)c1cccc2nsnc12 | -10% | 2% | -6% | 32 | -21% | -58% | 4%
CCN(CC)C(=O)c1ccc(S(=O)(=O)N2CCC(c3nc4ccccc4s3)CC2)cc1 | 0% | 2% | -6% | -96* | -2% | 0% | 7%
COCCNC(=O)COc1ncnc2scc(-c3ccc(F)cc3)c12 | 9% | -4% | 4% | ? | -5% | 1% | 6%
O=C(Nc1ccc(Cl)cn1)c1ccc2nccnc2c1 | -29% | -2% | 2% | 41 | -8% | -20% | -6%
CCN1CCN(CCCNC(=O)Cn2nc(C)n3nc(-c4ccccc4)cc3c2=O)CC1 | -7% | 0% | -13% | 3 | -6% | -16% | 6%
CC(=O)Nc1ccc(-c2ccnc3c2CC(C)(C(=O)NCC2CCOCC2)O3)cc1 (stereo not given) | nt | 5% | nt | 16 | 21% | nt | nt
CCOC(=O)C1=C(C)N(CCCCCC(=O)O)C(=O)NC1c1ccc([N+](=O)[O-])cc1 (stereo not given) | 9% | 3% | 3% | -11 | 3% | -15% | -1%
COc1cccc(Nc2nc(C(N)Cc3ccc(Cl)cc3)cs2)n1 (stereo not given) | nt | 0% | nt | -32 | 21% | nt | nt
COc1ccc(/C=C/C(=O)Nc2ccc3nc4c(c(Nc5ccccc5OC)c3c2)CCCC4)cc1 | -1% | -18% | -2% | -102* | nt | nt | nt
Cc1ccc(OCc2cc(=O)n3c4c(sc3n2)CCCC4)c(C)c1 | -2% | -17% | 11% | -6 | nt | nt | nt
O=C(NCc1ccc2c(c1)CCN2C(=O)c1ccc(Cl)cc1)c1cccc(F)c1 | 3% | 1% | -2% | -10 | nt | nt | nt
COc1ccc(-n2c(Cc3ccccc3)nnc2SCc2ccc([N+](=O)[O-])cc2)cc1 | -3% | -22% | ? | ? | -17% | 22% | 1%

Gathered by group: the entries above with a nitro group on carbon.
SMILES | Sm TGR inh | TbPYK inhibitor | AmpC detergent | HCMV antiviral | AMA1-RON2 inh | AmpC no deterg | LmPK inhibitor
Cc1oc(/N=C/c2cccc([N+](=O)[O-])c2)c(C#N)c1C | -13% | 11% | 1% | -8 | -1% | 98%[activator] | -1%
CCOC(=O)C1=C(C)N(CCCCCC(=O)O)C(=O)NC1c1ccc([N+](=O)[O-])cc1 (stereo not given) | 9% | 3% | 3% | -11 | 3% | -15% | -1%
COc1ccc(-n2c(Cc3ccccc3)nnc2SCc2ccc([N+](=O)[O-])cc2)cc1 | -3% | -22% | ? | ? | -17% | 22% | 1%
